INS-1E GSIS act: GLuc luminescence reporter in INS-1E cells, primary screen for activators of glucose-dependent secretion of insulin; AID 743287; 370,000 tested, 0.61% active; activation, % at 16.6 µM; INS-1E GLuc reporter insulin secretion, 2-3 h;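 active = lowest replicate activation of at least 40%, so every replicate reaches that level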;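 also: 0% = median of neutral control wells and 100% = median of IBMX positive control wells; some compounds called inactive have numbers as strong as hits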
PAX8 inh HTS: PAX8 transcriptional activity inhibition. RMG-I TPO-luciferase reporter, SteadyGlo, 24 h. inhibition, % at 12.6 µM. 360,000 tested, 1.2% active;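 active = mean replicate inhibition at least 60% with every replicate also reaching 60%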;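 also: luciferase light reporting Pax8 driven TPO promoter activity; plate controls were median of neutral control wells for no effect and mitoxantrone controls for full effect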
ARNT-TACC3 inh: disrupts binding between human ARNT and TACC3; Q9Y6A5; AlphaScreen His-ARNT PAS-B/GST-TACC3 binding, luminescence; TACC3 fragment carries E629A point mutation; inhibition, % at 9.99 µM; 390,000 tested, 0.66% active;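 active = mean inhibition of replicates at least 50% and at least half of replicates each reaching 50%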;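 also: 0% = complete ARNT plus TACC3 wells and 100% = ARNT alone without TACC3; many hits fall short of the cut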
EWS-Fli block: blocks EWS/Fli oncoprotein-driven transcription | A673 NR0B1-luciferase reporter, viability-normalised | inhibition, % at 12.6 µM | 350,000 tested, 0.67% active | AID 651661;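 active = mean inhibition of at least 50% after viability correction, with every replicate also passing that limit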;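 also: firefly luciferase signal divided by Alamar Blue viability fluorescence both relative to DMSO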
XiGFP reactiv: X-chromosome reactivation activator; XiGFP mouse fibroblasts, % GFP-positive cells imaging, 3 d; cells co-treated with 5-aza-dC sensitizer; scaled so ellipticine positive control = 100%; activation, % at 7.58 µM; 360,000 tested, 0.055% active;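 active = mean normalized replicate activation at least 10% and every replicate at or above 10%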;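 also: 0% = median of on-plate neutral control wells and 100% = ellipticine 6 µM median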
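Material: SV40-immortalized XiGFP fibroblast cells, line 68-5-11 | Buffer or medium: DMEM containing 5-aza-dC | Dosing: One concentration, pinned | Times: 3 d treatment, 15 min room-temperature fixation | Controls: Ellipticine 6 µM positive control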
F508del corr: CFTR F508del correction in bronchial cells; CFBE cells, YFP halide quenching; stimulated with forskolin plus potentiator P3; % fluorescence drop versus neutral controls; activity (quench increase), % at 7.58 µM; 350,000 tested, 0.36% active; AID 720511;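 active = mean added fluorescence quench of at least 8% versus neutral control, with both replicates also reaching 8%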;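 also: cells transiently co-express mutant CFTR-F508del with the halide-sensitive YFP; corrector assay measuring rescue of mutant channel to the surface after 24 h compound exposure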
ERp5 inh: blocks human ERp5 reductase activity on insulin; ERp5 insulin aggregation, absorbance 650 nm, 90 min; AID 651711; 350,000 tested, 0.05% active; inhibition, % at 9.99 µM;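 active = mean replicate inhibition above about 25%, with every replicate also reaching it, limit read from the data, passing the limit was not always enough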
Target sequence (Q15084 whole entry, looked up): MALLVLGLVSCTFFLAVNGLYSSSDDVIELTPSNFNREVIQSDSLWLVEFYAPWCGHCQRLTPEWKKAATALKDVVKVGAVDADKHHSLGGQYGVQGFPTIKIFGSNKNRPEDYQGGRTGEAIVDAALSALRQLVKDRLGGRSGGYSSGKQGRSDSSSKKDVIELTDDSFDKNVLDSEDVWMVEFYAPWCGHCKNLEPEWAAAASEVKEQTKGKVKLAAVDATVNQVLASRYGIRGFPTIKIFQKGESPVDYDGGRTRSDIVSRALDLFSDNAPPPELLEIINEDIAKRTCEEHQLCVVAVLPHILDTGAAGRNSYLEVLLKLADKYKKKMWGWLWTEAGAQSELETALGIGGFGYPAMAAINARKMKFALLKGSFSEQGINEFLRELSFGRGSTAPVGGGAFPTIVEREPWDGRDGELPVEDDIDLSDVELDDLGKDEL
DENV2 CPE rescue: inhibitors of DENV2 cytopathic effect. DENV2-infected cells, cytopathic effect rescue, plate reader. CPE inhibition, % at 9.99 µM. 350,000 tested, 1.7% active; in the data active = CPE inhibition above about 20%, passing the limit was not always enough; tested in BHK-21 cells;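 also: 0% = median of neutral control wells and 100% = median of positive control wells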
* = called active by the depositor; x = no result given.

Short keys: A = INS-1E GSIS act; B = PAX8 inh HTS; C = ARNT-TACC3 inh; D = EWS-Fli block; E = XiGFP reactiv; F = F508del corr; G = ERp5 inh; H = DENV2 CPE rescue
O=C(Nc1ccc(Cl)cc1)N1CCCC(Cn2cccc2)C1 (stereo not drawn)
  A: 16	B: -2	C: 0	D: -18	E: 0.0	F: -2.1	G: 5	H: -1
C[C@@H]1CN([C@@H](C)CO)C(=O)c2cc(NS(C)(=O)=O)ccc2O[C@@H](C)CCCCO[C@H]1CN(C)S(=O)(=O)c1ccc(F)cc1
  A: 14	B: -20	C: -3	D: -1	E: -0.1	F: 0.7	G: 0	H: 67*
CCCNC(=O)N1CC2(C1)[C@H](c1ccccc1)[C@@H](CO)N2C(=O)c1cccnc1
  A: -14	B: x	C: x	D: -6	E: 0.0	F: 0.7	G: 3	H: 7
CCCCC[C@@H]1C=C(C(=O)O)[C@H](c2ccc(Cl)c(Cl)c2)N1S(=O)(=O)c1ccc(C)cc1
  A: 3	B: -11	C: -1	D: -6	E: 0.4	F: 3.4	G: 2	H: 7
Cc1cccc(NC(=S)N2CCN(C(=O)c3ccco3)CC2)c1
  A: 0	B: x	C: x	D: x	E: 0.1	F: 4.6	G: 5	H: 3
CCC(=O)N1C[C@@H](C)[C@@H](OC)CN(C)C(=O)c2ccc(NC(=O)COC)cc2OC[C@H]1C
  A: 4	B: 1	C: -5	D: 4	E: -0.3	F: -0.8	G: 1	H: -6
CCCCN(C(=O)c1ccccc1Br)C(c1ccc(OC)cc1)c1nc2ccccc2[nH]1 (stereo not drawn)
  A: x	B: -14	C: x	D: -9	E: 0.0	F: 1.6	G: 1	H: 0
COc1ccc2c(Cl)c(C(=O)N/N=C/c3ccncc3)sc2c1
  A: 5	B: 2	C: -3	D: -10	E: 0.0	F: -4.4	G: 2	H: 0
COc1ccc(CCNCc2cc3ccc(C)cc3[nH]c2=O)cc1OC
  A: 19	B: -32	C: -7	D: 4	E: 0.2	F: 0.2	G: 1	H: 9
Cc1cc(C)nc(/N=C2\NC(=O)CC(C(=O)O)N2c2ccc(Cl)cc2)n1 (stereo not drawn)
  A: 28	B: 18	C: 0	D: -1	E: 0.3	F: 1.3	G: 8	H: -5
COc1ccc(NC2CCCN(C(=O)c3ccncc3)C2)cc1 (stereo not drawn)
  A: 33	B: -2	C: 8	D: 1	E: 0.1	F: 5.6	G: -2	H: 9
COc1cc(C=O)ccc1OCc1ccccc1Br
  A: -8	B: -95	C: -14	D: x	E: 0.1	F: x	G: x	H: x
COc1ccc(C(=O)CCN2CCCCCC2)cc1
  A: 10	B: x	C: 5	D: -2	E: x	F: -0.8	G: 5	H: 5
Cc1ccc(C(=O)Nc2cccc(C(F)(F)F)c2)cc1NC(=O)c1[nH]cnc1C(N)=O
  A: -1	B: 9	C: -5	D: -7	E: 0.0	F: 0.7	G: 0	H: -12
CN(C)CCCNc1nc2cc(-c3ccc(C(=O)N4CCN(C)CC4)cc3)sc2c(=O)n1C
  A: -5	B: 17	C: x	D: -15	E: 0.3	F: -1.8	G: 3	H: -8
COc1cc(C(=O)NNC(=O)COc2cccc(F)c2)ccc1OCC(=O)N1CCOCC1
  A: -3	B: -5	C: 16	D: -5	E: 0.1	F: 0.1	G: 2	H: 3
Cc1c(C(=O)NC(=S)Nc2ccc(N3CCOCC3)cc2)cccc1[N+](=O)[O-]
  A: 4	B: -4	C: -3	D: -35	E: 0.5	F: -4.7	G: 0	H: -8
COc1ccc(S(=O)(=O)Nc2ccc3c(c2)C(=O)N([C@H](C)CO)C[C@@H](C)[C@H](CN(C)Cc2ccc4c(c2)OCO4)OCCCC[C@@H](C)O3)cc1
  A: -22	B: -3	C: 5	D: 4	E: 0.2	F: 0.0	G: 1	H: 3
COC(=O)[C@@H](Cc1c[nH]c2ccccc12)NC(=O)C1CCCN(S(=O)(=O)c2ccc(C)cc2)C1 (stereo partly drawn)
  A: -15	B: 11	C: 8	D: 18	E: 0.2	F: x	G: 1	H: -1
CCOc1ncccc1C(=O)OCc1ccccc1
  A: 32	B: -13	C: -8	D: -1	E: 0.0	F: -0.5	G: 8	H: 2
C[C@H](CO)N1C[C@H](C)[C@@H](CN(C)Cc2ccc3c(c2)OCO3)Oc2ccc(NC(=O)Cn3cnnn3)cc2CC1=O
  A: 7	B: -6	C: -12	D: -4	E: -1.2	F: -2.1	G: 2	H: -4
O=C(N[C@H]1CC[C@@H](CCn2cc(-c3ccccn3)nn2)O[C@@H]1CO)c1cccnc1
  A: -3	B: -17	C: 83*	D: 1	E: 0.2	F: 1.2	G: 2	H: -1
CN(Cc1ccccc1)c1ccc2nnc(-c3ccccc3)n2n1
  A: -2	B: -1	C: -1	D: 4	E: -0.1	F: 0.1	G: -1	H: -2
Cc1nn(C)cc1C(C(=O)NC1CCCCC1)N(CCc1ccccc1)C(=O)c1cnccn1 (stereo not drawn)
  A: -13	B: -4	C: x	D: 10	E: 0.1	F: -2.2	G: 0	H: -4
C[C@H]1CCCCO[C@H](CN(C)C)[C@@H](C)CN([C@@H](C)CO)C(=O)c2cc(NC(=O)CCCN(C)C)ccc2O1
  A: 21	B: -14	C: 14	D: 8	E: -0.1	F: -1.6	G: -1	H: 1

The last five entries of the section above lead into the next.
Short keys: A = INS-1E GSIS act; B = PAX8 inh HTS; C = ARNT-TACC3 inh; D = EWS-Fli block; E = XiGFP reactiv; F = F508del corr; G = ERp5 inh; H = DENV2 CPE rescue
C[C@H](CO)N1C[C@H](C)[C@@H](CN(C)Cc2ccc3c(c2)OCO3)Oc2ccc(NC(=O)Cn3cnnn3)cc2CC1=O
  A: 7	B: -6	C: -12	D: -4	E: -1.2	F: -2.1	G: 2	H: -4
O=C(N[C@H]1CC[C@@H](CCn2cc(-c3ccccn3)nn2)O[C@@H]1CO)c1cccnc1
  A: -3	B: -17	C: 83*	D: 1	E: 0.2	F: 1.2	G: 2	H: -1
CN(Cc1ccccc1)c1ccc2nnc(-c3ccccc3)n2n1
  A: -2	B: -1	C: -1	D: 4	E: -0.1	F: 0.1	G: -1	H: -2
Cc1nn(C)cc1C(C(=O)NC1CCCCC1)N(CCc1ccccc1)C(=O)c1cnccn1 (stereo not drawn)
  A: -13	B: -4	C: x	D: 10	E: 0.1	F: -2.2	G: 0	H: -4
C[C@H]1CCCCO[C@H](CN(C)C)[C@@H](C)CN([C@@H](C)CO)C(=O)c2cc(NC(=O)CCCN(C)C)ccc2O1
  A: 21	B: -14	C: 14	D: 8	E: -0.1	F: -1.6	G: -1	H: 1
CN(C)CC#Cc1ccc([C@@H]2[C@H]3CN(C(=O)Nc4ccc(F)cc4)CCCCN3[C@H]2CO)cc1
  A: 25	B: -55	C: -1	D: 4	E: 0.0	F: 6.8	G: -9	H: 0
O=C(NNC(=O)c1c(F)cccc1F)c1ccccc1-n1cccc1
  A: 5	B: -1	C: -3	D: -73	E: 0.3	F: 2.8	G: -1	H: -4
CCn1c(SCc2c(Cl)cccc2Cl)nc2nc3c(cc2c1=O)CCCC3
  A: 15	B: -15	C: -2	D: 19	E: 0.0	F: 4.4	G: -6	H: 3
COc1ccc(C(=O)N2CCOC2CNC(=O)C(=O)NCc2ccco2)cc1 (stereo not drawn)
  A: 5	B: 4	C: -1	D: -3	E: 0.3	F: 0.6	G: 1	H: -1
C/C(=N\NC(=O)c1ccoc1C)c1ccc(Br)s1
  A: 12	B: -97	C: 0	D: -36	E: 0.0	F: -3.4	G: 9	H: -7
Cc1cc(C(=O)NCc2cccs2)n(-c2ccccc2)n1
  A: 10	B: -14	C: x	D: 1	E: 0.4	F: -0.8	G: 5	H: -4
COc1ccc(NC(=O)N(C)C[C@@H]2Oc3ccc(NC(=O)Nc4ccc5c(c4)OCO5)cc3CC(=O)N([C@@H](C)CO)C[C@@H]2C)cc1
  A: 1	B: 18	C: 9	D: -32	E: 0.1	F: 2.2	G: x	H: -9
COc1cccc(-n2c(SCC(N)=O)nnc2-c2ccco2)c1
  A: 11	B: 10	C: -28	D: -4	E: 0.4	F: -1.8	G: 0	H: -3
O=C(Nc1ccc2c(c1)CCC2)c1ncoc1-c1ccccc1F
  A: 12	B: -44	C: x	D: -32	E: 0.0	F: -1.8	G: -1	H: -1
O=S(=O)(NC1CCCC1)c1ccc(F)cc1F
  A: x	B: -20	C: x	D: 0	E: 0.1	F: -1.7	G: 4	H: -4
COc1ccc(NC(=O)c2cc(-c3ccccc3)nc3c2c(C)nn3-c2ccccc2)c(OC)c1
  A: 5	B: 10	C: x	D: 2	E: 0.0	F: -1.1	G: -4	H: -12
O=C(CCN1C(=O)C2CC=CCC2C1=O)Nc1ccccc1Cl (stereo not drawn)
  A: 16	B: x	C: 1	D: 2	E: 0.0	F: -0.9	G: 1	H: 4
CC(C)[C@H](N)c1nnc2n1N=C(c1ccc(Cl)cc1)CS2
  A: 17	B: 23	C: 12	D: -1	E: 0.0	F: 4.2	G: 2	H: 0
CC(C)CC#Cc1ccc2c(c1)O[C@@H](CN(C)C(=O)NC1CCCC1)[C@@H](C)CN([C@@H](C)CO)S2(=O)=O
  A: 35	B: x	C: -6	D: 9	E: -0.6	F: 2.1	G: 4	H: 10
C[C@H]1CN([C@@H](C)CO)C(=O)c2cc(NC(=O)Nc3ccc(C(F)(F)F)cc3)ccc2O[C@@H]1CN(C)Cc1ccc(C(=O)O)cc1
  A: 5	B: x	C: 3	D: -8	E: -0.2	F: 3.0	G: 1	H: -2
CCN1C(=O)[C@H]2[C@H]3CN=C(SCc4ccc(Cl)cc4)N3[C@@](C)(C(=O)OC)[C@H]2C1=O
  A: -4	B: -14	C: 8	D: -5	E: 0.1	F: -1.2	G: -1	H: -12
Cc1oc(-c2cccc(F)c2)nc1CN1CCCCC1CCn1cccn1 (stereo not drawn)
  A: -6	B: 8	C: -3	D: 15	E: 0.1	F: -0.5	G: -1	H: -1
COCCN1Cc2cccc(C(=O)NCc3ccccn3)c2C1=O
  A: x	B: -10	C: 0	D: -5	E: 0.1	F: -5.6	G: -4	H: -6
COc1ccccc1C(=O)OCc1cc(=O)n2ccsc2n1
  A: x	B: -35	C: -4	D: -29	E: 1.5	F: 0.4	G: 1	H: -4
Cc1ccc(CCNC(=O)C2CCCN(S(=O)(=O)c3c(C)nn(C)c3C)C2)cc1 (stereo not drawn)
  A: 11	B: -5	C: x	D: -14	E: 0.1	F: -6.5	G: 2	H: -8
CC(C)Oc1ccc(/C=C(/NC(=O)c2ccccc2)C(=O)NC(Cc2ccccc2)C(=O)O)cc1 (stereo not drawn)
  A: 4	B: 3	C: -5	D: x	E: 0.0	F: -1.9	G: -10	H: 11
COc1cc(/C=C/C(=O)OCC(=O)N2CC(=O)Nc3ccccc32)ccc1O
  A: -5	B: 1	C: 3	D: 19	E: 0.6	F: 3.0	G: -4	H: -3
COc1ccc(S(=O)(=O)Nc2ccc3c(c2)C(=O)N([C@H](C)CO)C[C@@H](C)[C@H](CN(C)Cc2ccc(C(F)(F)F)cc2)O3)cc1
  A: -4	B: x	C: -4	D: 7	E: -0.9	F: -0.3	G: -1	H: 2
COc1ccc(N(CC(=O)NCc2ccc(F)cc2)C(=O)c2snc(C(N)=O)c2N)cc1OC
  A: 26	B: 14	C: 3	D: 1	E: 0.0	F: 3.4	G: -1	H: 2
CCN1C(=O)[C@H]2[C@@H](c3ccc(OC)cc3)N[C@]3(CCCN(CCC(C)C)C3=O)[C@H]2C1=O
  A: 0	B: 9	C: x	D: -3	E: 0.5	F: 0.1	G: 2	H: -4
CS(=O)(=O)Nc1ccc2c(c1)[C@H]1C[C@H](CC(=O)N3CCc4ccccc4C3)O[C@@H](CO)[C@H]1O2
  A: 15	B: 7	C: -2	D: -19	E: 0.2	F: 1.2	G: 3	H: -1
CCOC(=O)c1c(C)[nH]c(C(=O)OC(C)C(=O)Nc2ccccc2OC)c1C (stereo not drawn)
  A: 18	B: 16	C: 0	D: x	E: -0.1	F: 0.7	G: -3	H: -5

Source: PubChem BioAssay
